# Screening results deposited in PubChem BioAssay by The Scripps Research Institute Molecular Screening Center.
# M1 PAM parental: nonselective calcium activators in parental CHO-K1 cells, primary screen, counter-screen for M1 PAM project, cell-based, Fluo-8 calcium fluorescence, full deck, 1536-well. ATP EC20; 0% at ATP EC20, 100% at ATP max. activation, % at 3 µM. hit rate 0.02% among 360,000;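 active = activation above the run cutoff, the mean activation of all test compounds plus 3 SD, cut at about 40% in these data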;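 also: peak over basal fluorescence ratio in a 140 s read after ATP addition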
# CHO parental Ca: ATP-evoked calcium signal inhibitors, parental CHO, primary screen, counter-screen for OX1R antagonist project, cell-based, fluorescence, Fluo-8 calcium dye; parental CHO-K1, ATP-induced calcium, Fluo-8 fluorescence; hit rate 0.63% among 330,000; inhibition, % at 5.6 µM;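 active = inhibition above that plate's mean sample inhibition plus 3 SD, cut at about 26% in these data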;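 also: 0% = ATP-challenged DMSO wells and 100% = DMSO wells without ATP; some compounds past the cut are filed as inactive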
#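 Measured by: calcium-sensitive Fluo-8 fluorescence / Test system: CHO parental line / Controls: ATP-challenged DMSO wells low, unchallenged DMSO wells high / Measure: % inhibition / Compound: single nominal dose of 5.6 µM per compound / Replicates: single well per compound, no replicates / Reagent: ATP as calcium-mobilizing challenge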
# TAAR1 agonist: human TAAR1 agonists, primary screen, Fluo-8 calcium fluorescence, CHO RD-HGA16 cells; vehicle wells 0%, saturating PEA agonist 100%; Trace amine-associated receptor 1 (Homo sapiens), Q96RJ0; hit rate 0.99% among 360,000; activation, % at 3 µM;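 active = activation above the mean activation of all test compounds in the run plus 3 SD, cut at about 38% in these data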
# Target sequence (Q96RJ0 whole entry, looked up): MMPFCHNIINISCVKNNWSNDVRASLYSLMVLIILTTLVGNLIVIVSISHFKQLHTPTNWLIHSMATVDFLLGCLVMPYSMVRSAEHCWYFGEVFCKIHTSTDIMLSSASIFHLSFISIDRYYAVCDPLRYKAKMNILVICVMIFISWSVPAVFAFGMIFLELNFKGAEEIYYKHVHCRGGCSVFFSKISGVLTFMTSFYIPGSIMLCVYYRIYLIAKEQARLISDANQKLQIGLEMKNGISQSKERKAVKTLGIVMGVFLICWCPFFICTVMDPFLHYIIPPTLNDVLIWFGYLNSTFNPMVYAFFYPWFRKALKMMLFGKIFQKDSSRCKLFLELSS
#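 Assay system – CHO-derived RD-HGA16 cells with stable Gα16 and human TAAR1 · Compound dosing – one-point dosing at 3 µM (nominal) · Incubation – 17-24 h seeding, 75 min 37 °C dye, 30 min RT · Measured by – kinetic Fluo-8 calcium fluorescence · Control set – DMSO vehicle as 0%, PEA at EC100 as 100% · Repeats – single well for each compound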
# V1aR counter: agonists of human V1a receptor, primary screen, counter-screen for OXTR agonist project, fluorescence, CHO-V1R cells; Fluo-8 calcium fluorescence, agonist mode; 0% DMSO, 100% 3 nM vasopressin; activation, % at 3 µM; hit rate 0.25% among 320,000;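 active = activation above the mean activation of all tested compounds plus 3 SD, per screening run, cut at about 20% in these data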;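 also: signal is peak over basal fluorescence ratio across a 100 second FLIPR read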
# Target sequence (P37288 whole entry, looked up): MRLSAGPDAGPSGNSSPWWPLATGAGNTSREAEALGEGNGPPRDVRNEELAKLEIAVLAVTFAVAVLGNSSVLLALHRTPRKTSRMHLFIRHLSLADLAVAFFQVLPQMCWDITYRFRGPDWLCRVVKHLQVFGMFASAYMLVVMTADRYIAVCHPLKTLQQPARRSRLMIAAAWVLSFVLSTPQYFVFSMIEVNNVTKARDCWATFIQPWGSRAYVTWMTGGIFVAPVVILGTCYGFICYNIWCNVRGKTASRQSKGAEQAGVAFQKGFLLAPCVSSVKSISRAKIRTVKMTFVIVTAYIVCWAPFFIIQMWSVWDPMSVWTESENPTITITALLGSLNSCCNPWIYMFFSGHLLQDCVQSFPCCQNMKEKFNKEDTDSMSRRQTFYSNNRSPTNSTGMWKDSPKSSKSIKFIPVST
# M1 ag: human M1 muscarinic receptor agonists, primary screen, Fluo-8 calcium fluorescence, CHO-K1 cells, HTS. hit rate 0.33% among 360,000. Muscarinic acetylcholine receptor M1 (Homo sapiens), P11229. activation, % at 3 µM. CHO-K1 hM1, agonist mode; 0% DMSO, 100% acetylcholine EC100;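 active = activation above the run's mean compound activation plus 3 SD, cut at about 16% in these data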;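 also: peak over basal fluorescence ratio within a 140 s kinetic read after compound addition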
# CHO-K1 Ca antag: M1 antagonist counterscreen hit in parental CHO-K1 cells. ATP-induced calcium, Fluo-8 fluorescence. AID 602250. inhibition, % at 3 µM. hit rate 0.6% among 360,000;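 active = inhibition above a per-plate cutoff, the plate's mean sample inhibition plus 3 SD, cut at about 24% in these data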;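 also: 0% = DMSO plus EC80 ATP and 100% = DMSO alone without ATP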
# OXTR potentiator: human OXTR potentiators, primary screen, fluorescence, CHO-OTR cells, Fluo-8 calcium; hit rate 0.061% among 320,000; activation, % at 3 µM; Fluo-8 calcium fluorescence, potentiator mode; 0% = oxytocin EC15, 100% = EC100; AID 2445, 2010; Oxytocin receptor (Homo sapiens), P30559;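 active = activation above that plate's cutoff, the mean activation of tested compounds plus 3 SD, cut at about 6.6% in these data, passing the limit was not always enough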;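 also: 100% uses oxytocin at 75 nM as the full agonist control; some results filed as inactive read as strong as hits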
#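 Material: CHO-OTR cells, human receptor; compound dosing: single dose, 3.0 µM nominal final compound concentration; schedule: 6 min compound pre-incubation at room temperature, 100 s kinetic read; measured by: kinetic Fluo-8 calcium fluorescence; read-out basis: % activation vs EC15 and EC100 oxytocin; controls: EC15 oxytocin alone as 0%, 75 nM oxytocin as 100%; replicates: singlicate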
# CHO-K1 Ca ag: counter-screen for M1 agonists: effect in parental CHO-K1 cells; Fluo-8 calcium fluorescence; scaled to maximal ATP response, vehicle zero; activation, % at 3 µM; hit rate 0.48% among 360,000; in the data active = activation above about 15%;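 also: untransfected CHO-K1 host cells lacking M1 receptor as counterscreen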
# TAAR1 antag: human TAAR1 antagonists, primary screen, Fluo-8 calcium fluorescence, CHO RD-HGA16 cells | antagonist | inhibition, % at 3 µM | hit rate 1.5% among 360,000;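 active = inhibition above a per-plate cutoff, the mean inhibition of test compounds on that plate plus 3 SD, cut at about 49% in these data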;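 also: 0% = DMSO plus EC80 beta-PEA response and 100% = DMSO alone without agonist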
#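 Test system – hTAAR1-expressing CHO RD-HGA16 cells, Gα16-coupled · Reagent – β-PEA at EC80 concentration, post-compound challenge · Compound dosing – 3 µM, single point · Timing – 140 s kinetic read after compound, 140 s after agonist · Detection – Fluo-8 intracellular calcium dye fluorescence, real-time kinetic reads · Control set – DMSO and EC80 PEA controls · Repeats – n of 1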
# * hit, by the source's call; / = no result given.
# The opening four compounds, ahead of the listing:
canonical_smiles	TAAR1 antag	CHO-K1 Ca antag	M1 ag	CHO parental Ca	M1 PAM parental	V1aR counter	CHO-K1 Ca ag	OXTR potentiator	TAAR1 agonist
COc1ccccc1/C=C1\SC(=S)N(NS(=O)(=O)c2ccccc2)C1=O	-3	-2	-2	-14	-9	-0.5	-0.5	-13	2
CC(=O)N[C@@H](C)c1nc2ccccc2n1CCCN1CCN(c2nc(-c3ccc(C)cc3)cs2)CC1	21	-13	-12	-51	6	-1.8	-1.0	-15	9
CC1(COS(N)(=O)=O)CCCCC1	/	-6	-5	-1	-3	1.9	0.0	0	/
O=C(Nc1nccs1)C1CCN(S(=O)(=O)c2ccccc2)CC1	1	-5	-1	15	3	1.2	2.5	-6	2

# The list itself, from the first entry:
canonical_smiles	TAAR1 antag	CHO-K1 Ca antag	M1 ag	CHO parental Ca	M1 PAM parental	V1aR counter	CHO-K1 Ca ag	OXTR potentiator	TAAR1 agonist
COc1ccccc1/C=C1\SC(=S)N(NS(=O)(=O)c2ccccc2)C1=O	-3	-2	-2	-14	-9	-0.5	-0.5	-13	2
CC(=O)N[C@@H](C)c1nc2ccccc2n1CCCN1CCN(c2nc(-c3ccc(C)cc3)cs2)CC1	21	-13	-12	-51	6	-1.8	-1.0	-15	9
CC1(COS(N)(=O)=O)CCCCC1	/	-6	-5	-1	-3	1.9	0.0	0	/
O=C(Nc1nccs1)C1CCN(S(=O)(=O)c2ccccc2)CC1	1	-5	-1	15	3	1.2	2.5	-6	2
Cn1c(=O)[nH]c(=O)c2c1nc(Br)n2C/C=N/Nc1ccccc1	-12	-4	-4	-6	-2	0.1	0.5	0	2
S=c1[nH]nc(-c2ccc3ccccc3n2)n1-c1ccc2c(c1)OCCO2	-14	2	0	-1	10	-0.1	0.3	-13	4
CC(Cc1c[nH]c2ccccc12)C(=O)O (configuration not stated)	-14	0	-3	-8	14	-0.2	0.1	0	0
O=C(N/N=C/c1ccc([N+](=O)[O-])o1)C1CC1	-1	-15	-3	-11	21	4.1	0.7	-9	3
Cc1ccc(Nc2nnc(SC(C)C(=O)NC3CC3)s2)cc1 (configuration not stated)	-5	9	-6	-31	-11	-0.6	-0.8	-6	0
Cc1cc([N+](=O)[O-])ccc1NC(=S)NC1CCCC1	3	1	1	15	-6	9.2	14	-10	5
Cc1cc(NC(=O)CSc2nnc(CNC(=O)c3cccc(C(F)(F)F)c3)o2)no1	-6	5	-4	10	-17	0.1	0.0	-8	-1
c1nc(NCCN2CCOCC2)c2c3c(sc2n1)CCCCC3	-1	5	-3	/	-4	/	-0.3	/	10
COc1ccc(C(=O)NNC(=O)c2cccc(S(=O)(=O)N3CCOCC3)c2)cc1	-17	-9	1	-12	15	0.1	-0.1	-2	1
COc1ccc(C(=O)Oc2coc(CSc3nnc(NC(=O)c4cccs4)s3)cc2=O)cc1	-3	9	-3	0	3	-0.7	0.1	-2	-3
Cc1cc(C)c(NC(=O)NC(=O)c2cccc(F)c2)c(C)n1	12	-2	-4	-10	2	1.8	0.8	-2	4
Cc1ccc(-c2nn(-c3ccccc3)cc2/C=C/C(=O)OCC(=O)NC2CC2)o1	33	6	0	83*	0	8.8	13	-36	17
Cc1cccc(CCN2C(N(C)C)=NC[C@@H]2C)c1	7	-18	-13	5	19	1.1	0.5	2	4
CCOC(=O)c1c(NC(=S)Nc2ccccc2)sc(C)c1C	-7	-8	-6	2	-1	-1.3	-0.1	-3	2
O=C(Nc1ccccc1)c1cc(-c2ccccc2Cl)no1	22	-5	-1	-5	14	2.7	2.0	-15	31
O=C(c1cc(-c2ccc(F)cc2)on1)N1CCOCC1	17	-4	-2	2	4	0.1	0.7	-10	-2
O=C(c1ccc(Cl)cc1)N1CCN(C(=O)C2CCCCC2)CC1	-16	-2	-5	-1	15	2.3	0.3	1	7
COc1cc(-c2nnc(SC(C)C(=O)Nc3c(C)n(C)n(-c4ccccc4)c3=O)o2)cc(OC)c1OC (configuration not stated)	-2	1	-5	-8	4	-0.1	0.6	5	17
O=[n+]1cc(-c2ccc(Br)cc2)n([O-])c2c1CCC2	5	-7	0	1	4	2.2	1.7	-3	11
c1ccc(-c2nc3ccccc3nc2N2CCOCC2)cc1	-2	-4	0	-20	10	-1.3	0.5	-7	4
CCOC(=O)Cc1sc(N)nc1C	15	-1	-5	-8	0	0.6	0.1	-6	0
COc1ccc(C(c2c(NC(C)=O)sc3c2CCCC3)N2CCN(CCO)CC2)cc1OC (configuration not stated)	6	4	-2	-16	14	0.6	-0.1	-2	2
CCCCN=C1NN=C(c2cc3ccccc3o2)CS1	2	3	-9	-1	13	-0.1	0.1	-5	-1
CCN(CC)S(=O)(=O)c1ccc(N2CCOCC2)c(NC(=O)c2cc3ccccc3o2)c1	8	2	-2	/	22	/	0.8	/	16
CC1CCCCN1Cc1nc2c(c(=O)n(C)c(=O)n2C)n1CCCc1ccccc1 (configuration not stated)	10	14	2	-32	5	0.6	0.2	5	8
O=C(Nc1ccc(Cl)cc1C(=O)NCCN1CCOCC1)c1ccco1	-5	10	6	-10	5	-0.8	0.5	0	1

# Retrieved one by one from above, six records:
canonical_smiles	TAAR1 antag	CHO-K1 Ca antag	M1 ag	CHO parental Ca	M1 PAM parental	V1aR counter	CHO-K1 Ca ag	OXTR potentiator	TAAR1 agonist
CC(Cc1c[nH]c2ccccc12)C(=O)O (configuration not stated)	-14	0	-3	-8	14	-0.2	0.1	0	0
Cc1ccc(-c2nn(-c3ccccc3)cc2/C=C/C(=O)OCC(=O)NC2CC2)o1	33	6	0	83*	0	8.8	13	-36	17
COc1cc(-c2nnc(SC(C)C(=O)Nc3c(C)n(C)n(-c4ccccc4)c3=O)o2)cc(OC)c1OC (configuration not stated)	-2	1	-5	-8	4	-0.1	0.6	5	17
CC1(COS(N)(=O)=O)CCCCC1	/	-6	-5	-1	-3	1.9	0.0	0	/
CC(=O)N[C@@H](C)c1nc2ccccc2n1CCCN1CCN(c2nc(-c3ccc(C)cc3)cs2)CC1	21	-13	-12	-51	6	-1.8	-1.0	-15	9
CC1CCCCN1Cc1nc2c(c(=O)n(C)c(=O)n2C)n1CCCc1ccccc1 (configuration not stated)	10	14	2	-32	5	0.6	0.2	5	8

# Other structures follow.
canonical_smiles	TAAR1 antag	CHO-K1 Ca antag	M1 ag	CHO parental Ca	M1 PAM parental	V1aR counter	CHO-K1 Ca ag	OXTR potentiator	TAAR1 agonist
CCCc1ccc(S(=O)(=O)NCC2CCCN2CC)cc1 (configuration not stated)	2	-5	-9	/	15	/	-0.3	/	-1
O=C(COC(=O)c1ccccc1Cc1ccccc1)NC1CCS(=O)(=O)C1 (configuration not stated)	-17	8	2	-8	-13	0.8	0.3	8	9
Cc1cc(C)n2nc(C(=O)N/N=C/c3cccc(Cl)c3)nc2n1	-8	-14	0	-9	3	0.4	0.5	-7	1
Cc1nc(NC(=O)CSc2nnc(C)n2CC2CCCO2)sc1C (configuration not stated)	5	-4	-4	-8	8	0.4	0.2	-4	4
CCOC(=O)C1(C)CCCCN1C(=O)c1ccco1 (configuration not stated)	11	10	-1	/	5	/	-0.3	/	1
O=C(NC(=S)N1CCCCCC1)c1ccccc1	-15	-1	-3	/	1	/	1.1	/	1
CCn1ncc(NC(=O)Nc2cccc(C(F)(F)F)c2)c1C(N)=O	11	-3	-1	-5	6	1.5	0.4	-6	6
Cc1nnc(SCC(=O)NC(=O)NCCC(C)C)s1	-1	9	-2	-5	-7	0.0	-0.2	-4	2
CN(CC(=O)Nc1ccccc1Cl)C(=O)COC(=O)c1ccc(C(F)(F)F)cc1	2	3	-2	-18	-6	0.9	-0.1	-4	-1
CC(=O)c1ccc(OC2(C)CCN(Cc3ccc4ccccc4c3)C2)cc1 (configuration not stated)	6	8	-8	/	-15	/	-0.2	/	-1
O=C(Cn1c(=O)oc2cc(S(=O)(=O)N3CCCCC3)ccc21)N1CCc2ccccc2C1	2	10	-5	9	-1	0.4	0.1	-5	24
O=C(Nc1cccc(Br)c1)c1cc(S(=O)(=O)N2CCOCC2)cs1	-11	0	-4	-4	-4	1.0	1.1	-12	1
CCOC(=O)c1nnc(-c2ccccc2)nc1Sc1c(Cl)cccc1Cl	-6	-20	-2	-13	24	0.0	0.2	5	0
CC(NC(=O)c1ccc(-c2ccccc2)cc1)C(c1ccccc1)N1CCOCC1 (configuration not stated)	-17	0	-4	-26	-4	-0.1	-0.4	-8	8
CCN1CCN(S(=O)(=O)c2ccc(C(C)(C)C)cc2)CC1	11	-7	-6	-16	6	0.8	0.7	-6	-1
COCCNCc1cc(C)n(-c2cc(S(=O)(=O)N3CCOCC3)ccc2N2CCCC2)c1C	-1	-1	-8	/	4	/	0.2	/	2
CN(C)CCNc1ccc(CO)c2oc3ccc(O)cc3c(=O)c12	-14	-7	-7	/	16	/	-0.2	/	1
Cc1nc(N2CCCCC2)sc1C(=O)c1ccc(SCCO)c([N+](=O)[O-])c1	30	-2	-6	5	-8	1.1	5.5	1	2
COc1ccc2nc(-c3ccco3)c(-c3ccco3)nc2c1	-38	-8	-4	-12	15	-0.7	0.5	-4	2
Cc1cc(C(=O)N2CCC(Cc3ccccc3)CC2)ccc1[N+](=O)[O-]	5	-9	-10	-12	8	-1.0	2.0	-10	2
COC(=O)c1ccc2nc(-c3ccc(F)cc3)c(Cc3cccc(Cl)c3)n2c1	31	-14	/	/	22	/	2.7	/	13
CC(C)(C)c1ccc(C(=O)c2c[nH]c(C(=O)NCc3ccco3)c2)cc1	10	1	-4	1	-9	1.8	1.2	-6	1
CCN1C(=O)C2(C(C#N)=C(N)Oc3n[nH]c(COC)c32)c2ccccc21 (configuration not stated)	6	6	-4	-11	4	-0.1	0.6	5	2
